# Screens as filed in PubChem.
# TIM10 inh: growth inhibitors of TIM10 yeast strain | 330,000 compounds, 1.4% hits | AID 463195 | S. cerevisiae TIM10 strain growth, BacTiter-Glo luminescence, 24 h | inhibition, % at 10 µM;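 active means inhibition of 40% or more at the single tested concentration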;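 further: wild-type TIM10 isogenic control strain grown at permissive 25 °C; 0% = DMSO yeast wells and 100% = minimal medium wells without yeast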
# hIAP activ: human IAP activation; P09923; purified human IAP, CDP-Star luminescence, 30 min; hits give high values; 1 = vehicle-only enzyme, 0 = enzyme-free background; activation factor at 10 µM; 330,000 compounds, 0.16% hits;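 active means activation factor of the enzyme at least 2-fold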; further: the source names both 10 and 20 µM as test concentration; values of inactives mirror those of a sister screen read the other way
# Target sequence (P09923 whole entry, looked up): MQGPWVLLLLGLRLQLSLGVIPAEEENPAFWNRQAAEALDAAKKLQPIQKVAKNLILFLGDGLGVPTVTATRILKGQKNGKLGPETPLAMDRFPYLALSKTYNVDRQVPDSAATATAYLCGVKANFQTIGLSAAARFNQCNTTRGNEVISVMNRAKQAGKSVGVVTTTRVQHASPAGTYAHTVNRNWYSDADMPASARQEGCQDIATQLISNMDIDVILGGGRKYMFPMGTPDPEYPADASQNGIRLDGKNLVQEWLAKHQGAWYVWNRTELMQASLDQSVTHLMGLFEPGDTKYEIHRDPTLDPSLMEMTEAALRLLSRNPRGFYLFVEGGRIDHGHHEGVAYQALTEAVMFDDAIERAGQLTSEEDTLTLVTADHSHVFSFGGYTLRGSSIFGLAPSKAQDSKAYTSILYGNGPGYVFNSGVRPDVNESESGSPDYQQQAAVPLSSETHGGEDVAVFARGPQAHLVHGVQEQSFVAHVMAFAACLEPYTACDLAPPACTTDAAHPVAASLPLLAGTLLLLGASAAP
# Apaf1 inhib: inhibitors of human Apaf-1 apoptosome; O14727; reconstituted apoptosome caspase-3 activity, DEVD-Rh110 fluorescence; 330,000 compounds, 0.71% hits; inhibition, % at 20 µM; AID 489030; active means inhibition of at least 40% at 20 µM;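 further: plate controls were DMSO wells for no effect and DEVD-CHO caspase inhibitor wells for full effect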
#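 detection = Rh110 fluorescence intensity | test system = biochemical Apaf-1 apoptosome reconstitution | also added = cytochrome c and DEVD-Rh110 substrate | schedule = 30 min plus 50 min, RT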
# hIAP block: blocks human intestinal alkaline phosphatase; P09923; purified IAP, CDP-Star luminescence, 30 min; inhibition, % at 10 µM; 330,000 compounds, 0.12% hits;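 active means inhibition reaching a set limit with compound at 10 µM in the primary screen, cut at about 35% in these data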;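 further: plate controls were DMSO wells with enzyme for no effect and no-enzyme buffer wells for full effect; values of inactives mirror those of a sister screen read the other way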
# mIAP inh: mouse IAP inhibition; purified mouse IAP, CDP-Star luminescence, 30 min; inhibition, % at 10 µM; 330,000 compounds, 0.2% hits; AID 2806;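 active means inhibition of at least 40% at 10 µM in the primary screen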;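 further: plate controls were DMSO with enzyme for no effect and no enzyme wells for full effect; values of inactives mirror those of a sister screen read the other way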
# ATG4B inh: inhibitors of human ATG4B cysteine protease; 340,000 compounds, 0.51% hits; ATG4B cleavage of LC3-PLA2, NBD-HPC fluorescence, 1 h; inhibition, % at 8.33 µM; Q9Y4P1; in the data active means inhibition above about 40%
# Target sequence (Q9Y4P1 whole entry, looked up): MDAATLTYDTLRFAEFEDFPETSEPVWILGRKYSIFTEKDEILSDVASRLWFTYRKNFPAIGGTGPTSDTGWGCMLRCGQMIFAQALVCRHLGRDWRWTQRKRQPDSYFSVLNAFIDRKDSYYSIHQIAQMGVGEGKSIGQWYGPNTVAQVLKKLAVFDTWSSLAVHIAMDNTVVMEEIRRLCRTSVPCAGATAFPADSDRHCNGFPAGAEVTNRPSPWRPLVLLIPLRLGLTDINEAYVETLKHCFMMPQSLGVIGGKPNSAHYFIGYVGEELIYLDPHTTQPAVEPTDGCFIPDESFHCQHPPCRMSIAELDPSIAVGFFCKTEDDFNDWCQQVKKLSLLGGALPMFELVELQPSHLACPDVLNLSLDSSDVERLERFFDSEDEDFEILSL
# mIAP act: mouse IAP activation | muIAP, CDP-Star luminescence, 30 min; hits give high values; 1 = vehicle-only enzyme signal, 0 = enzyme-free wells | activation factor at 10 µM | 330,000 compounds, 0.24% hits | AID 2805;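 active means activation factor of at least 2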; further: the source names both 10 and 20 µM as test concentration; values of inactives mirror those of a sister screen read the other way
#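 Assay system: mouse IAP enzyme; Reagent: CDP-Star chemiluminescent phosphatase substrate; Compound: DMSO-dissolved test compounds; Incubation: 30 min, room temperature; Technique: luminescence from enzymatic CDP-Star hydrolysis; Controls: DMSO-only wells and no-enzyme negative control.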
# tim10-1 inh: tim10-1 yeast growth inhibition. S. cerevisiae tim10-1 ts strain growth, BacTiter-Glo, 24 h. inhibition, % at 20 µM. 330,000 compounds, 2.2% hits;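 active means inhibition of at least 40%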;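 further: mutant grown at 25 °C; 0% = DMSO wells with yeast and 100% = wells holding no yeast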
# NALP3 yeast inh: NALP3 inhibition in yeast | 330,000 compounds, 0.39% hits | Yeast reconstituted NLRP3/ASC/caspase-1, beta-gal luminescence, 24 h | inhibition, % at 10 µM;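 active means inhibition of 50% or more; inactive means inhibition below 50%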;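 further: plate controls were induced DMSO wells for no effect and uninduced yeast grown without galactose for full effect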
# The depositor's hits bear a star; . = not tested or not shown.
SMILES	mIAP inh	hIAP activ	TIM10 inh	Apaf1 inhib	NALP3 yeast inh	tim10-1 inh	hIAP block	mIAP act	ATG4B inh
O=C(Cc1ccc(NS(=O)(=O)c2ccc(F)cc2)cc1)NCc1ccccc1	3	0.9	4	-7	10	1	10	0.97	6
CCOc1cc(C(=O)Nc2ccc(C)cc2C)ccc1OCC(=O)N1CCCCC1	-5	1.1	-18	-4	8	-4	-14	1.1	3
O=C(CC(=O)N/N=C/c1cccs1)NCc1ccccc1	1	0.91	10	-1	13	2	9	0.99	-2
Nc1nnc(SCC(=O)Nc2ccc(S(=O)(=O)N3CCOCC3)cc2)s1	1	1	0	5	9	8	0	0.99	15
COc1ccc(C(=O)C(C)Oc2cccc(NC(=O)c3cccc([N+](=O)[O-])c3)c2)cc1 (centres undefined)	20	1.2	14	9	6	21	-20	0.8	-15
COc1ccc(-c2cccc(NS(=O)(=O)c3cc([N+](=O)[O-])ccc3Cl)c2)nn1	6	0.97	6	7	6	15	3	0.94	-7
CCCC[n+]1ccn(-c2nc3ccccc3nc2[N-]S(=O)(=O)c2ccc(Cl)cc2)c1	3	1	16	-12	1	8	-1	0.97	4
CCOC(=O)Cc1cc(=O)[nH]c(/N=C(\N)Nc2ccc(C)cc2C)n1	-1	1.1	5	-8	-3	24	-6	1	-2
COc1ccc(N2CCC(CNC(=O)Nc3ccc(OC)cc3OC)C2)cc1 (centres undefined)	-20	0.98	7	6	4	6	2	1.2	-12
O=C(NCC1CCN(Cc2ccc(F)cc2)CC1)Nc1cc(F)ccc1F	-66	1.3	-25	2	21	2	-26	1.7	-6
O=C(O)CSCC(=O)Nc1cccc2ccccc12	-8	0.96	-9	-15	-15	8	4	1.1	9
Cc1c(CCOC(=O)c2cc([N+](=O)[O-])cc([N+](=O)[O-])c2)sc[n+]1CCCCS(=O)(=O)[O-]	9	0.95	9	-8	29	-3	4	0.91	-1
Cc1ccccc1NC(=S)c1ccc2ccccc2n1	1	1.1	40*	22	30	43*	-8	0.99	3
Cc1ccnc(NS(=O)(=O)c2ccc(Oc3ccccc3)cc2)c1	-8	0.87	3	20	-2	24	13	1.1	-4
CC1(C)NC(=O)N(CCOCCOc2cccc(Oc3ccccc3)c2)C1=O	6	0.81	12	-9	-5	16	19	0.94	5
CCC/C=N/Nc1nc2ccccc2s1	10	0.96	-2	-2	3	9	4	0.9	-1
COC(=O)Cc1ccc(NC(=S)N2CCN(CCO)CC2)cc1	-6	0.98	8	0	11	16	2	1.1	-11
Cc1nn(CC(=O)c2ccccc2)c(=O)c2nn(-c3ccccc3F)c(C)c12	-1	1	19	5	7	19	0	1	-4
N#CC1(NC(=O)CSc2nnc(Nc3ccccc3F)s2)CCCC1	-4	1	3	5	11	5	-4	1	-5
O=C(c1cccc(S(=O)(=O)N2CCOCC2)c1)N1CCCC1	2	0.99	3	-2	-4	-3	1	0.98	-1
CCCCNc1c(-c2ccc(-c3cccc(Cl)c3)cc2)nc2ccc(Cl)cn12	6	1	15	28	45	19	-1	0.94	-2
Clc1nc(-c2cccnc2)nc2scc(-c3ccccc3)c12	1	0.97	21	24	-2	30	3	0.99	4
O=C1c2ccccc2C(=O)N1Cc1nn2c(-c3ccc(Cl)cc3)nnc2s1	4	1	-13	3	-3	15	-2	0.96	-2
C=CCC[C@@H](Cc1ccc(F)cc1)C(=O)OC[C@@H](Cc1c[nH]c2ccccc12)NC(=O)[C@@H](CC=C)CC(=O)N[C@H](CO)Cc1ccccc1	-2	1.1	9	14	-1	15	-12	1	-16
CCC1CN(C(=O)NCc2ccc(F)cc2)c2cc(C)ccc2O1 (centres undefined)	1	0.85	10	14	27	41*	15	0.99	13

# 5 entries out of the list above, arranged by the value under mIAP act, rising.
structure	mIAP act
CCC/C=N/Nc1nc2ccccc2s1	0.9
CCCCNc1c(-c2ccc(-c3cccc(Cl)c3)cc2)nc2ccc(Cl)cn12	0.94
Clc1nc(-c2cccnc2)nc2scc(-c3ccccc3)c12	0.99
Cc1nn(CC(=O)c2ccccc2)c(=O)c2nn(-c3ccccc3F)c(C)c12	1
COC(=O)Cc1ccc(NC(=S)N2CCN(CCO)CC2)cc1	1.1

# New compounds follow.
SMILES	mIAP inh	hIAP activ	TIM10 inh	Apaf1 inhib	NALP3 yeast inh	tim10-1 inh	hIAP block	mIAP act	ATG4B inh
Clc1cccc(CNCC2CCCO2)c1Cl (centres undefined)	4	0.81	5	-1	5	10	19	0.96	4
CN(Cc1ccc(F)cc1)C(=O)CCc1nnc(-c2ccccc2)o1	-2	1.1	-12	8	14	4	-5	1	2
CC(C)NC(=O)N(C)C[C@H]1Oc2ccc(NC(=O)Cc3ccccc3)cc2C(=O)N([C@H](C)CO)C[C@@H]1C	-14	1.1	1	-7	10	-12	-7	1.1	8
CCn1c(CCNC(=O)c2ccc(OC)cc2)nnc1SCc1ccc(Cl)cc1Cl	-14	1.1	10	18	-3	8	-5	1.1	-5
O=C(c1ccc(COc2c(F)c(F)cc(F)c2F)o1)N1CCN(c2ccc(Cl)cc2)CC1	13	0.89	15	20	-3	17	11	0.87	-4
C[C@H](NC(=O)[C@@H]1Cc2ccccc2CN1C(=O)OC(C)(C)C)C(=O)NC1CCCCC1	-5	0.97	22	-9	-7	24	3	1	0
CCCCN=C1C([N+](=O)[O-])=CC=C2C1=NC1(CCCCC1)N2O	17	0.81	5	12	15	9	19	0.83	-4
O=C(Nc1cccc(Cl)c1)Nc1nnc(CC2=CCCCC2)s1	4	0.98	22	22	8	20	2	0.96	6
O=c1[nH]c2ccc(S(=O)(=O)Nc3ccc(Br)cc3)cc2[nH]1	10	1.2	-10	-7	6	2	-16	0.9	-1
COc1cc2sc(-c3ccc(S(C)(=O)=O)cc3)c(C#CCO)c2cc1OC	-4	1.1	13	21	-11	22	-8	1	-27
O=C(NCCS(=O)(=O)N1CCN(c2ccccc2F)CC1)c1cc(=O)c2ccccc2o1	5	1.1	10	-2	8	19	-7	0.95	-1
N#CC1=C(N)OC2=C(CC/C2=C\c2ccc(F)cc2)C1c1ccc(F)cc1 (centres undefined)	4	1	29	-3	-8	38	-4	0.96	.
CCS(=O)(=O)N1CCC(C(=O)Nc2ccc3c(c2)CCC3)CC1	3	0.96	12	-3	7	9	4	0.97	-2
COc1ccc(C)cc1N(CC(=O)Nc1ccc(S(=O)(=O)N2CCCC2)cc1)S(C)(=O)=O	-4	1.4	-1	-2	8	-13	-36	1	-6
CN(C)S(=O)(=O)c1cccc(NC(=O)c2cccc(N3C(=O)CCC3=O)c2)c1	4	1.1	7	-3	17	1	-11	0.95	-14
COc1ccc(OC)c(S(=O)(=O)NCCOC23CC4CC(CC(C4)C2)C3)c1	-4	1.1	15	17	0	9	-6	1	-2
O=C(NCc1ccccc1F)C1CCCN(C(=O)Nc2ccccc2)C1 (centres undefined)	-10	0.95	-6	1	10	21	5	1.1	10
CC(C)c1ccc(CN2CCN(C(=O)CSc3nnnn3C3CC3)CC2)cc1	-6	0.9	6	8	27	3	10	1.1	-6
Cc1csc(=O)n1CCC(=O)OCc1nnc(-c2ccccc2)o1	4	0.89	0	1	7	10	11	0.96	7
Cc1c(/C=N/NC(=O)c2cccnc2)c2ccccc2n1Cc1ccccc1	6	0.97	7	8	6	14	3	0.94	-9
O=C(CC(c1ccccc1)c1ccccc1)Nc1ncn[nH]1	-40	2.5*	-3	5	8	0	-146	1.4	-1
O=C1CC(Nc2ccc(N3CCOCC3)cc2)C(=O)N1c1ccccc1 (centres undefined)	3	0.96	5	-5	11	0	4	0.97	-2
CCCCN(C)C(=O)Cn1nc(-c2ccc(Cl)cc2)ccc1=O	-6	1.1	-5	8	17	27	-5	1.1	1
CC(=O)c1cccc(NC(=O)NCCc2c[nH]c3ccccc23)c1	-13	1.1	23	-8	14	-11	-14	1.1	0
CCc1cc2c(=O)[nH]c(-c3ccncc3)nc2s1	-2	0.78	5	-8	3	4	22	1	9

# Two records picked at random from those above, as already listed:
SMILES	mIAP inh	hIAP activ	TIM10 inh	Apaf1 inhib	NALP3 yeast inh	tim10-1 inh	hIAP block	mIAP act	ATG4B inh
CCc1cc2c(=O)[nH]c(-c3ccncc3)nc2s1	-2	0.78	5	-8	3	4	22	1	9
C=CCC[C@@H](Cc1ccc(F)cc1)C(=O)OC[C@@H](Cc1c[nH]c2ccccc12)NC(=O)[C@@H](CC=C)CC(=O)N[C@H](CO)Cc1ccccc1	-2	1.1	9	14	-1	15	-12	1	-16

# (more compounds)
SMILES	mIAP inh	hIAP activ	TIM10 inh	Apaf1 inhib	NALP3 yeast inh	tim10-1 inh	hIAP block	mIAP act	ATG4B inh
Cn1cnc([N+](=O)[O-])c1Sc1ccccc1	13	0.94	22	-1	-33	27	6	0.87	-3
O=C(CSc1nc2ccccc2c(=O)n1-c1ccc(F)cc1)NC1CC1	-2	0.99	6	-12	2	9	1	1	3
COc1cc(/C=C2\SC(=S)N(NC(=O)c3ccc(O)cc3)C2=O)ccc1O	34	0.56	9	7	7	38	44*	0.66	13
O=[N+]([O-])c1ccc(Nc2nc(N/N=C/c3cccc(F)c3)nc(N3CCCC3)n2)cc1	10	0.85	11	-3	16	28	15	0.9	12
COc1ccc(Br)cc1C1N2CC3(C)CN1CC(C)(C2)C3=O (centres undefined)	-2	0.95	2	5	-2	6	4	1	-5
Cn1c(C(=O)N2CCC(C(N)=O)CC2)cc2cc(Cl)ccc21	0	0.95	3	-20	18	-9	5	1	0
CCOc1ccc(-n2nnc3c(=O)n(C/C=C/c4ccccc4)cnc32)cc1	-12	1.1	4	16	19	-6	-8	1.1	-3
Cc1ccc(/C=C2\CCC3=C2OC(N)=C(C#N)C3c2ccc(C)cc2)cc1 (centres undefined)	-1	0.95	20	16	3	46*	5	1	10
CC(=O)OC[C@H]1O[C@@H](Sc2cccc3cccnc23)[C@H](OC(C)=O)[C@@H](OC(C)=O)[C@@H]1OC(C)=O	4	0.95	12	-1	20	16	5	0.96	-9
CC1(C)CC(=O)C2=C(C1)NC(=O)CC2c1cccc(F)c1 (centres undefined)	8	0.82	1	1	2	7	18	0.93	6
CCn1c(C)c(C(C)=O)c(N2CCN(c3ccccn3)CC2)nc1=S	-9	0.97	-1	-11	-2	21	3	1.1	1
CC(C)COc1ccc(C(=O)NC(=S)Nc2ccc(CN3CCOCC3)cc2)cc1	12	1.2	-29	-9	16	-14	-17	0.88	-11
Cc1ccc(S(=O)(=O)NCC(=O)N/N=C/c2ccc(Cl)cc2Cl)cc1	-2	0.97	-3	22	4	0	3	1	-23
O=C(O)c1ccccc1C(=O)c1cccs1	4	1.1	10	4	-1	-21	-6	0.96	1
CCOC(=O)C1CCN(C(=O)CN2C(=O)c3cccnc3Oc3ccccc32)CC1	-7	1.3	4	8	7	-7	-31	1.1	2
COc1ccc[nH]c1=O	0	1.3	-14	1	7	-11	-30	1	4
O=NC1=C(c2c(O)[nH]c3ccccc23)CCCC1	8	0.95	18	-14	7	12	5	0.92	-6
Cn1c(=O)[nH]c(=O)c2c1nc(NCCCO)n2CCOc1ccccc1	-5	1.1	3	-16	11	4	-5	1.1	0
CCOc1cc(N2CCOCC2)c(OCC)cc1NC(=O)COC(=O)c1ccc(Cl)cc1N	-7	0.98	6	15	8	3	2	1.1	-18
O=C(O)c1ccc(Cl)c(S(=O)(=O)N2CCCCCC2)c1	10	0.82	6	-16	4	6	18	0.9	-1
COc1ccccc1C(C)NC(=O)CCOc1cccc(C)c1 (centres undefined)	7	0.95	-9	-3	15	8	5	0.93	-3
